TCR activator – activates T cell receptor signaling. primary human leukocytes, anti-CD3, IL-2 HTRF, 48 h. Potency, µM (top dose mostly 9.22 µM), for the others: at the highest dose activation of IL-2 secretion, hits mostly activators. 330,000 tested, under 10 active. AID 504894; also: % of control where 0% means no effect
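48 hr co-incubation of compounds, a-CD3 beads and primary human leukocytes; IL-2 quantified homogeneously by HTRF with anti-IL-2 K and d2 conjugates.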
Mito fusion act – blocks mitochondrial division or promotes mitochondrial fusion. Potency, µM (doses to about 46.1 µM), inactives show top-dose growth rescue (activation), actives largely listed as activators. S. cerevisiae fusion-defective mutant growth rescue, CellTiterGlo 48 h. AID 485298. 320,000 tested, 0.23% active;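 also: potency is read from the fitted curve at half-maximal effect; % of control where 0% means no effect; nearly all actives have a fitted effect of over 45% in size; temperature-sensitive fusion mutants such as fzo1-1 at 37 °C on non-fermentable ethanol glycerol medium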
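Luminescent cell viability in 1536-well qHTS format served as the measure of rescued growth in ts fusion-mutant S. cerevisiae cultured on non-fermentable YPEG for 48 hours at 37C.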
Tb PFK inh – T. brucei PFK enzyme inhibition; Potency, µM (top dose mostly 57.5 µM), for inactives: at the highest dose activity, negative = inhibition, most hits filed as inhibitors; T. brucei PFK, ADP-Glo luminescence; 330,000 tested, 0.17% active; AID 485367;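 also: potency is read from the fitted curve at half-maximal effect; 0% = uninhibited 1x PFK enzyme wells and -100% = no-enzyme wells; nearly all actives have a fitted effect of over 60% in size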
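Luminescent ADP detection (ADP-Glo, two-step: ATP depletion then ADP-to-ATP conversion for luciferase) reported PFK activity after 45 min room-temperature reaction of 1.25 nM enzyme with 0.5 mM F6P and 0.1 mM ATP at pH 8.0.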
Eya2 phos inh – Eya2 (human) phosphatase inhibition; recombinant Eya2, OMFP fluorescence dephosphorylation (OMFP is methylfluorescein phosphate); Potency, µM (highest dose often 76.9 µM), without a hit: at the top dose activity, negative = inhibition, actives largely listed as inhibitors; 330,000 tested, 0.006% active; also: potency is read from the fitted curve at half-maximal effect; % is scaled to controls: 0 for no effect and ±100 for the full control effect
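Eya2 protein (added as 0.2 uM solution) was preincubated with compound for 10 min at ambient temperature in 50 mM HEPES pH 7.5, 50 mM NaCl, 5 uM MgCl2, 0.05% BSA, 1 mM DTT. OMFP (added at 50 uM) then reacted 10 min; fluorescence read at 485/525 nm.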
uPA surface inh – blocks generation of uPA at the cell surface. cell surface uPA generation assay, qHTS. Potency, µM (doses to about 38.3 µM), inactives show at the highest dose activity change, negative = inhibition, hits mostly inhibitors. 330,000 tested, 0.31% active. AID 540303; active = well fitted inhibition curve with a large enough effect; inconclusive = small, poorly fitted or top-dose-only effect; inactive = no such curve, though single readings can be large or run the other way; tested in mouse RAW 264.7 cells; also: potency is read from the fitted curve at half-maximal effect; % is scaled to controls: 0 for no effect and ±100 for the full control effect; nearly all actives have a fitted effect of over 55% in size
ELG1 repair inh – ELG1-dependent DNA repair inhibition | Potency, µM (top dose mostly 46.1 µM), inactives show top-dose activity change, negative = inhibition, actives largely listed as inhibitors | 330,000 tested, 2.3% active | HEK293T ELG1-luciferase reporter, luminescence, 16 h; DNA damage induced by 5-fluorouridine | AID 504467; also: potency is read from the fitted curve at half-maximal effect; % is scaled to controls: 0 for no effect and ±100 for the full control effect; nearly all actives have a fitted effect of over 55% in size
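Luminescence from the luciferase reporter, measured 30 min after ONE-Glo reagent at room temperature, was the read-out. Beforehand, 2,000 cells per well were exposed for 16 hr at 37 °C to 5-fluorouridine together with compound or vehicle.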
PTAP TSG101 blk – blocks PTAP/TSG101 interaction to inhibit HIV-1 budding; Fluorescence polarization, FITC-PTAP peptide / Tsg101 binding; Potency, µM (doses to about 115 µM), for inactives: top-dose activity change, negative = inhibition, actives largely listed as inhibitors; 340,000 tested, under 10 active; active = well fitted inhibition curve with a large enough effect in the main read-out, with a control signal flat, not every such curve was filed as active; inconclusive = small, poorly fitted or top-dose-only effect, or effect the other way, or a change in a side signal; inactive = no such curve, though single readings can be large or run the other way; also: potency is read from the fitted curve at half-maximal effect; % of control where 0% means no effect
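Fluorescence polarization binding of Tsg101 binding domain (10 uM final) to FITC-labeled PTAP peptide (50 nM final) in HEPES pH 7.5 buffer with NaCl, Tween 20, EDTA, TCEP. Compounds added before peptide; binding 20 min at RT.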
TSHR antag – blocks TSH signaling through the human TSH receptor; P16473; TSHR-expressing cells, TSH-stimulated cAMP HTRF, 2 h; active compounds read low; activity change, negative = inhibition, % at 11.5 µM; 330,000 tested, 0.2% active; AID 504810;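 active = activity change below a set negative limit, meaning inhibition stronger than a set level, cut at about -70% in these data; inconclusive = activity change between two set negative limits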; also: % is scaled to controls: 0 for no effect and ±100 for the full control effect
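Cell-based HTRF cAMP assay; TSHR cells + compound, TSH EC80 (4nM final), 2 h, 37 deg C. Lysis with anti-cAMP cryptate and cAMP-d2, 30 min RT, read 665/620 nm.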
B2AR arrestin – agonists driving beta-arrestin recruitment to human beta2-adrenergic receptor. P07550. beta-arrestin recruitment to beta2AR, cell-based reporter. Potency, µM (titrated, usually from 46.1 µM), for the others: at the highest dose activation, usual class: activators. 330,000 tested, 0.02% active;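 also: potency is read from the fitted curve at half-maximal effect; 0% = DMSO controls and full agonism = EC100 isoproterenol or metaproterenol; nearly all actives have a fitted effect of over 65% in size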
Target sequence (P07550 whole entry, looked up): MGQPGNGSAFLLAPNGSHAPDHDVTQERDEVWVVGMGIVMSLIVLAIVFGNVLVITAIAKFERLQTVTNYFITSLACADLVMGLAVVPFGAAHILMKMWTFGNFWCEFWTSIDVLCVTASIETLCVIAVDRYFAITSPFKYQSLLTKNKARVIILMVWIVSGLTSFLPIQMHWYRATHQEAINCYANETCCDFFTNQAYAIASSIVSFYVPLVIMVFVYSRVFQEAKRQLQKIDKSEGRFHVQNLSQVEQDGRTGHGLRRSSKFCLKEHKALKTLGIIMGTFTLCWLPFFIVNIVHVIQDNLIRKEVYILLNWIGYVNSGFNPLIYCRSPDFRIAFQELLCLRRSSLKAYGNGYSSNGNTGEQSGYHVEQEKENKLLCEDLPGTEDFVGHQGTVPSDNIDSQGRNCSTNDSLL
USP2a inh – inhibitors of human ubiquitin-specific protease USP2a; O75604; USP2 core, Ub-CHOP2 coupled fluorogenic reporter, 485/531; Potency, µM (titrated, usually from 38.3 µM), for the others: top-dose activity change, negative = inhibition, most hits filed as inhibitors; 330,000 tested, 0.01% active; AID 463254;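 also: potency is read from the fitted curve at half-maximal effect; plate controls were DMSO wells for no effect and full inhibition by NEM control for full effect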
Target sequence (O75604 whole entry, looked up): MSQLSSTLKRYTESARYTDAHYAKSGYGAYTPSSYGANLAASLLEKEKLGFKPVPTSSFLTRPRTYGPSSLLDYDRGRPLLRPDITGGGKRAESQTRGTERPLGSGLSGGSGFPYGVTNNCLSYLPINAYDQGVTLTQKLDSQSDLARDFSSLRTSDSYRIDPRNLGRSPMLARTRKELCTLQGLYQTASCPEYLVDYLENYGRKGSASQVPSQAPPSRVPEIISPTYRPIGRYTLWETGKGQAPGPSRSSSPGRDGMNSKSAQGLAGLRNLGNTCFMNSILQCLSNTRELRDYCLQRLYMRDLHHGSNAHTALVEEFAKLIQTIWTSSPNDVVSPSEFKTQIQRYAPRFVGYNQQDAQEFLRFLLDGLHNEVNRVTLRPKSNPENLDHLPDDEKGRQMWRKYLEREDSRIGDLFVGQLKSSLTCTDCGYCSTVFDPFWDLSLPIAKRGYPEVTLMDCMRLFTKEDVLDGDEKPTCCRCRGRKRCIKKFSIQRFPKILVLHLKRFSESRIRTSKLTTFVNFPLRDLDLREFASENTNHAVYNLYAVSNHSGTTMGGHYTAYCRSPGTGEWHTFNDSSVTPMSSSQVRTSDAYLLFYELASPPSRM
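Deubiquitinase activity read as fluorescence (485/531 nm) after Ub-CHOP2 cleavage activates the enterokinase reporter on its substrate; USP2 core 10nM, Ub-CHOP2 and substrate 25nM each, 30min compound preincubation then 60min RT; data normalized to NEM, curves fitted.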
Chronic BCR inh – inhibitors of chronic active B-cell receptor signaling; ABC-DLBCL IkBa-CBG/CBR reporter, luminescence ratio, 4 h; Potency, µM (top dose mostly 46.1 µM), for inactives: at the top dose ratio change, negative = lower green/red ratio, most hits filed as inhibitors; 340,000 tested, 0.05% active; active = well fitted inhibition curve with a large enough effect in the signal ratio, with a control signal flat, not every such curve was filed as active; inconclusive = small, poorly fitted or top-dose-only effect, or effect the other way, or a change in a side signal; the % refers to the signal ratio;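 also: potency is read from the fitted curve at half-maximal effect; plate controls were basal doxycycline-induced cells for no effect and cells given 10 µM MG132 for full effect; MG132 reads +100%, hits lower the ratio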
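Cell line TMD8 (human ABC DLBCL), stably expressing tet-inducible CBG68-IkBa fusion and CBR; IMDM/0.5% FBS; cpd up to 46 uM; dox induction, 4 h, 37C/5% CO2; dual luminescence; green/red ratio; MG132 control.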
* hit, by the source's call; ? = inconclusive; . = no result given; [ ] = another dose, or the depositor's remark. Unless noted, calls follow the shape of the dose curve; as a rule, active = well fitted curve in the direction sought with a large enough effect; inconclusive = small, poorly fitted or top-dose-only effect, or another doubt; inactive = no such curve, though single readings can be large; an effect the other way counts as inactive or inconclusive.

Compound,TCR activator,Mito fusion act,Tb PFK inh,Eya2 phos inh,uPA surface inh,ELG1 repair inh,PTAP TSG101 blk,TSHR antag,B2AR arrestin,USP2a inh,Chronic BCR inh
CN(C)CCCNc1nc(N)c([N+](=O)[O-])c(NC2CCCCC2)n1,1%,-1%,-1%,-13%,11%,-19%,-4%,1,-0.5%,1%,6%
Cc1occc1C(=O)NC(C)C12CC3CC(CC(C3)C1)C2 (configuration not stated),6%,-1%,-4%,-5%,3%,1%,-2%,-31,2.7%,0%,29%
Cc1ccccc1NC(=O)c1ccc(CN2CCc3ccccc3C2)cc1,3%,11%,-2%,-11%,1%,?,-1%,-13,0.3%,0%,-2%
COc1cccc(C2C3=C(N=c4s/c(=C\c5ccc(O)cc5)c(=O)n42)c2ccccc2CC3)c1OC (configuration not stated),-4%[46.1 µM],0%,8%,9%,10%,15%,1%,3,0.0%,1%,-8%
CS(=O)(=O)N(CC(=O)N1CCN(c2cccc(Cl)c2)CC1)c1ccccc1,2%,4%,-18%,-17%,9%,-5%,-2%,-2,-0.1%,2%,2%
O=C(CSc1nnc(Cc2cc(=O)[nH]c(=O)[nH]2)n1-c1ccc(Cl)cc1)NC1CCCC1,-3%,-3%,0%,-5%,-2%,9%,-6%,-7,2.8%,6%,4%
COc1ccc(N2CCN(C(=O)CSc3ncnc4c3cnn4-c3ccccc3C)CC2)cc1,1%,-7%,-20%,1%,0%,-19%,-1%,9,-0.5%,0%,5%
CC1(C)CC2CC(C)(CN2S(=O)(=O)c2cccc(C(=O)OCC(N)=O)c2)C1 (configuration not stated),-3%,0%,5%,-8%,0%,7%,3%,-1,-0.1%,0%,-7%
CCN(C(=O)COC(=O)c1cccc(S(=O)(=O)N(CC)CC)c1)C1CCS(=O)(=O)C1 (configuration not stated),-4%,1%,0%,2%,2%,?,0%,10,-0.1%,0%,-10%
CC(C)NC(=O)c1ccccc1S(=O)c1ccccc1C#N (configuration not stated),2%,0%,-4%,-22%,2%,-4%,-7%,1,-0.1%,-1%,-2%
COc1ccc(C2CC(=O)Nc3n[nH]c(-c4ccccc4)c32)cc1OC (configuration not stated),.,-3%,-2%,9%,0%,2%,-5%,1,-0.7%,0%,0%
Cc1ccc(NS(=O)(=O)c2cc(NC(=O)C(C)Oc3ccccc3)ccc2C)c(C)c1 (configuration not stated),0%[46.1 µM],?,0%,-5%,-16%,?,-2%,-6,5.5%,-9%,?
Cc1cccc(C)c1N=C1C(=O)Nc2ccccc21,-3%,-2%,1%,-3%,5%,?,-4%,-2,0.2%,3%,-1%
CCN(CC)CCOC(=O)c1ccc(NC(=O)c2cccc(C)c2[N+](=O)[O-])cc1,-4%,-6%,-3%,11%,4%,-15%,-4%,2,-0.2%,12%,?
CCC(=O)Nc1ccc(N2CCCCC2)cc1,2%,0%,0%,-26%,-8%,?,1%,6,-0.9%,0%,-14%
Cc1cccc(NC(=O)C2CCN(S(=O)(=O)c3ccc4ccccc4c3)CC2)n1,-5%,2%,-18%,2%,3%,-9%,0%,-28,0.2%,-1%,?
CCOC(=O)c1nnn(-c2nonc2N)c1-c1ccc(OCC)cc1,-3%,3%,0%,-28%,17%,-6%,-1%,-6,-0.2%,0%,2%
Cc1ccc2nc(-c3cccnc3)cc(C(=O)Nc3ccc(F)cc3C)c2c1,-8%,1%,-6%,-3%,3%,-11%,-2%,1,-0.3%,-1%,5%
CC(Oc1cc2oc(=O)c3c(c2cc1Cl)CCC3)C(=O)NC1CC(C)(C)NC(C)(C)C1 (configuration not stated),-5%,-15%,1%,3%,-13%,-2%,0%,8,0.1%,0%,-4%
CC(C)c1ccc(NC(=O)COc2ccc(C3SCCS3)cc2)cc1,-30%,-1%,-1%,3%,4%,-2%,-4%,4,-1.6%,-1%,-1%
COc1cc2c(cc1OC)C1=C(C#N)CCC(=NC(=O)c3ccco3)N1CC2,-1%,-2%,2%,1%,-12%,-5%,-1%,5,0.4%,8%,-9%
COc1ccc(-n2c(O)c(C=NCC(c3ccco3)N3CCCC3)c3ccccc3c2=O)cc1OC (configuration not stated),-5%,-3%,-1%,-2%,25%,?,2%,18,0.4%,-5%,6%
Cc1cc(NC(=O)Nc2ccc(Cl)cc2)n(C(C)(C)C)n1,3%,4%,1%,7%,-13%,-2%,-1%,0,0.6%,3%,0%
NC[C@H](Cc1ccccc1)NCCCCC1CCCCC1,4%,-10%,2%,1%,-4%,9%,.,20,-0.1%,0%,-2%
O=C1/C(=C\c2cccnc2)SC(=S)N1c1ccc(F)cc1,14%,-2%,13%,-3%,-29%,1%,-3%,-27,-0.5%,1%,2%
Cc1cccc(N/N=C/c2ccccc2O)c1,-5%[46.1 µM],8%,0%,-1%,1%,?,-5%,23,0.2%,0%,?
COC(=O)CSc1nc(N)c2c3c(sc2n1)C(c1ccccc1)SC(c1ccccc1)C3 (configuration not stated),-6%[46.1 µM],8%,2%,0%,-5%,-8%,1%,-18,-0.6%,4%,-1%
O=C(NNc1ncccc1-n1cccc1)c1ccc(Cl)cc1,1%,-1%,0%,-9%,11%,?,1%,2,0.7%,3%,?
O=C(CCCN1C(=O)c2ccccc2C1=O)Nc1nnc(C2CC2)s1,2%,-3%,1%,6%,-2%,15%,-1%,5,-0.2%,1%,?
O=C(NCCSc1ccccn1)c1ccc(Cl)cc1Cl,1%,10%,-7%,9%,-2%,?,0%,-9,-0.2%,2%,0%
COc1ccc(C(=O)OCC(=O)Nc2ccc(N3CCOCC3)cc2)cc1,-5%,0%,1%,-27%,8%,?,-1%,7,-0.3%,2%,8%
CCCNc1nc(C)cc(-c2cc(-c3ccc(Cl)cc3)on2)n1,2%,0%,-12%,?,0%,?,-2%,-7,-0.4%,-2%,8%
CCOC(=O)C1Oc2ccccc2C(c2ccc(C)cc2)=C1C(=O)OC (configuration not stated),-5%[46.1 µM],.,-3%,-11%,4%,-5%,-2%,-2,-0.8%,-2%,2%
COc1ccc(CN(C#N)c2nc(SC)nc(N(C)C)n2)cc1,0%,17%,1%,4%,-2%,-4%,-3%,-3,0.5%,-2%,?
Cc1cc(C)c(C#N)c(Oc2ccccc2Br)n1,0%,5%,-2%,0%,5%,8%,0%,-6,-0.2%,-1%,1%
Cc1ccc(N2CCN(C(=O)c3cc(COc4c(C)cccc4C)on3)CC2)c(C)c1,0%,-1%,0%,-2%,12%,-8%,-1%,-21,-0.4%,0%,?
COc1ccc(NC(=O)Cn2ccc3c(OC)cccc3c2=O)cc1,-4%,2%,0%,0%,0%,-2%,-2%,-15,-0.5%,3%,?
CCC(=O)Nc1ccccc1C(=O)OCC(=O)c1ccc2ccccc2c1,0%,18%,1%,-13%,-4%,-20%,-4%,-15,-0.1%,-1%,?
O=C(NCc1cccc(Br)c1)C1CC(c2ccccc2C(F)(F)F)=NO1 (configuration not stated),15%,?,-5%,5%,?,-1%,0%,-3,-0.4%,-9%,-3%
COc1ccc(NC(=O)Cn2c(C)cc(=O)c3cccc(OC)c32)cc1,-13%,-1%,0%,-5%,2%,-4%,-8%,10,-0.1%,1%,0%
O=C(Nc1nc2ccc(S(=O)(=O)N3CCCC3)cc2s1)c1cccs1,2%,17%,1%,10%,2%,2%,1%,-1,-1.8%,0%,6%
Cc1cccc(C(=O)OCC(=O)c2c(C)[nH]c3ccccc23)c1O,5%,0%,0%,6%,2%,?,?,-30,4.4%,-1%,-9%
COc1ccc(-c2cc(=O)oc3cc(OCC(=O)Nc4ccccn4)ccc23)cc1,-2%,-2%,1%,1%,-2%,?,-3%,2,-0.8%,4%,?
O=S(=O)(c1ccc2c(c1)OCCO2)N1CCN(Cc2ccccc2)CC1,0%,3%,-4%,1%,5%,-2%,-6%,0,0.4%,0%,-12%
COc1ccc(S(=O)(=O)N(CC(=O)NCc2ccncc2)Cc2ccccc2)cc1,1%,0%,4%,-4%,1%,-10%,1%,2,0.2%,3%,5%
CCc1ccc(C(=O)Nc2ccc(S(=O)(=O)Nc3nc(C)cc(C)n3)cc2)o1,-33%,-1%,10%,1%,1%,4%,-1%,10,-0.1%,3%,2%

Source: PubChem (National Center for Advancing Translational Sciences (NCATS))
